From PubChem BioAssay
KCNQ2 block: KCNQ2 potassium channel inhibitors, primary screen, cell-based, CHO-K1, FluxOR thallium flux, B-score (AID 2156) | O88943 | 20 min; hits give low values | B-score at 10 µM | 310,000 tested, 1.1% active;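 active = fluorescence ratio B-score at most minus 3 library SDs, with starting brightness B-score within 2 library SDs, cut at about -5.5 in these data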
Target sequence (O88943 whole entry, looked up): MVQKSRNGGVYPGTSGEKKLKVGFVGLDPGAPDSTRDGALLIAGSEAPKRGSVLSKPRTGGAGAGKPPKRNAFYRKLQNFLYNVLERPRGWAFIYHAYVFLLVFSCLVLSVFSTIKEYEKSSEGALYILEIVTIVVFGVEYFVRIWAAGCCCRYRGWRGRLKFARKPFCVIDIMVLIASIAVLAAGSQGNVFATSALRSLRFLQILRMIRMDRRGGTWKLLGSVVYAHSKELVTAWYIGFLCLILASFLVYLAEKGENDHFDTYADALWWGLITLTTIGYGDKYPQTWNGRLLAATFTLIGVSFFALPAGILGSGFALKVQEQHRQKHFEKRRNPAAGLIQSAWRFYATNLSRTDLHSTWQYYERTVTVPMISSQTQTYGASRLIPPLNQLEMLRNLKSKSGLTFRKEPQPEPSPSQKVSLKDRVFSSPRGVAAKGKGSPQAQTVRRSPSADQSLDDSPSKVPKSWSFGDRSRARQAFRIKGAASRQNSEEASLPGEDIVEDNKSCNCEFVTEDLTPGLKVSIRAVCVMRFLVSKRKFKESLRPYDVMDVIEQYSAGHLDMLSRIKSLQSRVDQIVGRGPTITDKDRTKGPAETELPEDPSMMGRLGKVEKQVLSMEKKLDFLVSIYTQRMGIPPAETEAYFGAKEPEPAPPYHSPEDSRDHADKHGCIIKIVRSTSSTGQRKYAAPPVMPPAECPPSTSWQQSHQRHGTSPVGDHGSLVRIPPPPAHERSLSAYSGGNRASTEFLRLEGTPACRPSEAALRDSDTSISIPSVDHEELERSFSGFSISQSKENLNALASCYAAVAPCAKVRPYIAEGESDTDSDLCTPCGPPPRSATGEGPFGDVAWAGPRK
Kir21 inh: inhibitors of mouse Kir2.1 inward-rectifier potassium channel. B-score at 10 µM. AID 1672. HEK293-Kir2.1, FluxOR thallium flux fluorescence; hits give low values. 310,000 tested, 0.85% active;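 active = fluorescence ratio B-score at or below minus 3 SD of library scores, with starting-brightness B-score within 2 SD, cut at about -4.2 in these data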;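 also: channel flux triggered by added potassium and thallium sulfate stimulus; B-score of peak minus minimum fluorescence over baseline after thallium stimulus; more negative B-score means stronger Kir2.1 block with less thallium influx; some compounds called inactive have numbers as strong as hits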
* hit, by the source's call; i = inactive.

SMILES	KCNQ2 block	Kir21 inh
CCCNC(=O)C1CCC(CNS(=O)(=O)c2cccc3nsnc23)CC1 (stereo not drawn)	i	-0.64
COc1ccc(OC)c(NC(=O)C(CC(=O)O)NCc2ccco2)c1 (stereo not drawn)	i	0.01
Cc1c(CCOC(=O)C23CC4CC(CC(C)(C4)C2)C3)sc[n+]1Cc1ccccc1	i	-3.7
N#Cc1c(SCC(N)=O)nc(-c2ccccc2)c2c1CCCC2	i	0.02
CCN(CC)C(=O)CSc1nnc(-c2ccccc2)c(-c2ccccc2)n1	i	-0.86
CC(=O)C(Sc1nnnn1-c1ccc(O)cc1)c1ccccc1 (stereo not drawn)	i	-0.55
COc1ccccc1C(=O)Nc1ccc2c(c1)nc(CCNC(=O)c1ccccc1)n2C	i	1.8
CCN1CCN(C(=S)c2ccc(O)cc2)CC1	i	0.38
Cc1oc(-c2ccccc2Cl)nc1CSc1nc2c(c(=O)[nH]1)CCC2	i	1.4
O=C(CCNC(=O)Cn1ccc2ccccc2c1=O)NCC1CCCC1c1ccccc1 (stereo not drawn)	i	0.18
Cc1ccccc1NC(=O)CC1SC(=Nc2ccc(O)cc2)NC1=O (stereo not drawn)	i	0.39
C=CCN1C=C2C(=O)C(C)(OC(=O)CCC(=O)OC)C(=O)C(Br)=C2C=C1c1ccc(OC)cc1 (stereo not drawn)	i	-0.64
COc1ccc(S(=O)(=O)NC(CCSC)C(=O)NC2CCCCC2)cc1 (stereo not drawn)	i	0.4
Oc1ccc(-c2cccc(-c3ccc(O)cc3)n2)cc1	i	0.16
O=C(CC1C(=O)NCCN1Cc1cccc(Oc2ccccc2)c1)NCCCn1cccn1 (stereo not drawn)	i	1.3
COc1ccc(Cl)cc1NC(=S)Nc1cccc(C)c1	i	1.2
CCCc1ccc(OCCNC(=O)c2ccccc2Br)cc1	i	0.35
O=C(Cn1cc(C(=O)C2CC2)c2ccccc21)Nc1ccccc1Cl	i	0
COC(=O)c1ccccc1NC(=O)Cn1cnc2c1c(=O)n(C)c(=O)n2C	i	0.26
O=C(c1cnc2nc3ccccc3n2c1)c1cc(F)ccc1O	i	1.2
CC1CCN(C(=O)CCN2C(=O)/C(=C/c3cccs3)SC2=S)CC1	i	1.3
O=C(CCc1nnc(Cc2ccc3c(c2)OCO3)o1)N(CC1CCC1)CC1CCCO1 (stereo not drawn)	i	0.47
COc1cccc(C2C3CN(C)CC=C3C(C#N)=C(N)C2(C#N)C#N)c1OC (stereo not drawn)	i	-4.3
CCC(C)NC(=O)c1n[nH]c(=O)c2ccccc12 (stereo not drawn)	i	0.77

Random excerpt: 4 records from the list.
SMILES	KCNQ2 block	Kir21 inh
COc1ccc(Cl)cc1NC(=S)Nc1cccc(C)c1	i	1.2
O=C(c1cnc2nc3ccccc3n2c1)c1cc(F)ccc1O	i	1.2
COc1ccc(S(=O)(=O)NC(CCSC)C(=O)NC2CCCCC2)cc1 (stereo not drawn)	i	0.4
CCC(C)NC(=O)c1n[nH]c(=O)c2ccccc12 (stereo not drawn)	i	0.77

(further entries)
SMILES	KCNQ2 block	Kir21 inh
C=C(C)n1c(=O)[nH]c2ccccc21	i	-0.06
CN(C)CCCNc1ncnc2sc(-c3ccccc3)cc12	i	-1.1
COc1cc(CCC(=O)OCC(=O)Nc2ccccc2OC(F)F)cc(OC)c1OC	i	-0.53
CCC1(C)C(Nc2c(C)cccc2C)=NC(=S)N1c1ccc(NC(C)=O)cc1 (stereo not drawn)	i	0.56
O=C(CCC(=O)N1CCN(C(=O)c2ccco2)CC1)c1ccc(F)cc1	i	0.27
Cc1ccc(NC(=O)CS(=O)CC(=O)Nc2ccc3c(c2)OCO3)cc1Cl (stereo not drawn)	i	-0.61
C=CCn1c(C)cc(-c2csc(N)n2)c1C	i	-0.89
CN1C[C@@H]2C(c3ccc(Cl)nc3)C3(c4cccnc4)CC2(C3)[C@H]1c1ccccc1 (stereo partly drawn)	i	-1.6
O=C(NN(C(=O)c1ccccc1)c1ccccc1)c1ccccc1	i	-0.01
CC(C)(CO)CNC(=O)CCc1nnc(Cc2ccc(-c3ccccc3)cc2)o1	i	-0.61
N#CC1=C2SCN(Cc3ccco3)CN2C(=O)CC1c1ccc(Cl)cc1 (stereo not drawn)	i	0.78
O=c1[nH]c2cc(S(=O)(=O)CCO)ccc2o1	i	0.38
COC(=O)c1cccc(NC(=O)/C=C/c2cccc([N+](=O)[O-])c2)c1	i	-0.27
NC(=O)c1ccccc1Nc1nc(NCCO)nc(N2CCCC2)n1	i	2
CCCc1ccc(-c2c(C)sc(N)c2C#N)cc1	i	-0.06
COc1cccc(CC2(CO)CCN(S(=O)(=O)N(C)C)CC2)c1	i	0.61
CCCc1[nH]n(-c2ccc([N+](=O)[O-])cc2)c(=O)c1C=NCCc1ccc(OC)c(OC)c1	i	-0.85
CC(C)=NOc1nc(N2CCOCC2)nc(N2CCOCC2)n1	i	0.02
Cc1cc(NC(=O)C(C)SCC(=O)OCc2c(Cl)cccc2Cl)no1 (stereo not drawn)	i	-0.18
O=C(CCN1CCN(C(c2ccccc2)c2ccccc2)CC1)N/N=C/c1ccc(O)cc1O	i	0.61
COc1cccc(C(=O)Nc2cccc(OCC(=O)O)c2)c1	i	-0.01
Cc1cc(-c2nc3ccccc3o2)c2ccccc2n1	i	0.26
CCCC1=C(C(=O)OCC)C(c2cccs2)C(C#N)=C(N)O1 (stereo not drawn)	i	-1.9
O=c1cc(-c2cccnc2)oc2c1ccc1ccccc12	i	-0.57
CN(Cc1ccccc1C#N)S(=O)(=O)c1cccs1	i	0.73
Cc1c(N(C(=O)Nc2ccccc2)C2=NCC(C)S2)c(=O)n(-c2ccccc2)n1C (stereo not drawn)	i	1
Cc1cccc(NC(=O)c2ccccc2OCC(=O)N2CCOCC2)c1C	i	-0.49
CCn1cc(S(=O)(=O)Nc2ccc(C)c(Cl)c2)cn1	i	0.39
CCOC(=O)CNC(=O)CSc1ccc(-c2nc3ccccc3[nH]2)cn1	i	-0.88
O=C(NCc1ccccc1)C(c1ccc(O)cc1)N(C(=O)Cn1nnc(-c2cccs2)n1)c1ccc2c(c1)OCCO2 (stereo not drawn)	i	-2.1
CCCc1ccc(C(=O)NNC(=O)c2ccc(Br)cc2)cc1	i	-0.82
CCOC(=O)c1ccc[n+](C(C)C(=O)c2ccc(-c3ccccc3)cc2)c1 (stereo not drawn)	i	-1.4
CN(C)c1ccc(C(=O)OCC(=O)NCCNC(=O)COC(=O)c2ccc(N(C)C)cc2)cc1	i	-1.1
CN(C)C(=O)N1CCNCC1	i	0.56
C/C(=N\NC(=O)C(c1ccccc1)c1ccccc1)c1ccc(O)cc1	i	0.43
O=C(NC1CCCc2ccccc21)c1ccc([N+](=O)[O-])cc1 (stereo not drawn)	i	-1.5
C=CCS(=O)(=O)c1cccc2cccnc12	i	0.75
Cc1ccccc1C(=O)NCC(=O)OCCOc1ccc(C(C)C)c(C)c1	i	-0.21
CSCCC(NC(=O)c1ccco1)C(=O)N1CCN(Cc2ccccc2)CC1 (stereo not drawn)	i	0.4
COc1ccccc1NC(=O)Cn1cnc2sc(C(=O)NCc3ccco3)c(C)c2c1=O	i	-0.66
O=C(Nc1cccnc1)c1ccc(Oc2ccccc2)cc1	i	-0.32
CCOP(=O)(OCC)c1nc(-c2ccc(F)cc2)oc1NCc1ccccc1	i	-1.6
O=C(Nc1ccncc1)C1CCN(S(=O)(=O)c2cccs2)CC1	i	-0.38
Cc1c(C#N)c(O)[nH]c(=O)c1N=Nc1ccc(Cl)c(C(=O)O)c1	i	-1
CCC(C)/C(C)=N/NC(=O)C1COc2ccccc2O1 (stereo not drawn)	i	-1.3
COc1cccc(CNC(=O)Cn2ncc3c(=O)oc4ccccc4c32)c1	i	0.12
O=C(NCC(c1ccco1)N1CCc2ccccc21)c1ccccc1Cl (stereo not drawn)	i	0.51
Cc1ccc(CNC(=O)C2CCN(C(=O)c3cccc(Cl)c3)CC2)cc1	i	-0.1
CCOC(=O)C1(CCc2ccccc2)CCN(C(=O)C2CCCO2)CC1 (stereo not drawn)	i	0.25
COc1ccc(NS(=O)(=O)Cc2ccccc2Cl)cn1	i	-0.98
CCOc1ccccc1NC(=O)CSc1nnc(-c2ccncc2)o1	i	0.26
COc1ccc(-c2nc3ccccc3s2)cc1NC(C)=O	i	1.1
COc1cccc(C(=O)NNC(=O)C(=O)Nc2ccc(C)c(Cl)c2)c1	i	-0.02
N#CC1(NC(=O)COC(=O)c2nc(Cl)c(Cl)c(N)c2Cl)CCCCC1	i	0.87
O=C(CSc1ccc2c(c1)OCCO2)Nc1ccc2c(c1)OCO2	i	0.13
CCC(=O)Nc1ccc(S(=O)(=O)Nc2ccccn2)cc1	i	-0.38
CN(C)S(=O)(=O)c1cccc(-c2cn3ccccc3n2)c1	i	0.71
COc1cccc(NC(=O)C2CCCN(S(=O)(=O)c3cccc4nsnc34)C2)c1 (stereo not drawn)	i	-0.68
COc1ccc(C(=O)C[n+]2cccc(C)c2C)cc1[N+](=O)[O-]	i	1.2
CCOC(=O)N1CCN(C(=O)CSc2nc(=O)n3ccccc3n2)CC1	i	0.32

Remaining list, next part.
SMILES	KCNQ2 block	Kir21 inh
CC1(C(=O)OCC(=O)Nc2nnc(-c3ccccc3)o2)CC1(Cl)Cl (stereo not drawn)	i	-0.68
O=C(OCn1ncc(Cl)c(Cl)c1=O)c1cccc(C(F)(F)F)c1	i	0.33
COc1ccc(-c2nc3n(n2)C(c2ccccc2)C2=C(CCCC2=O)N3)cc1OC (stereo not drawn)	i	-0.31
CCOC(=O)c1c(NC(=O)Cn2cnc3scc(-c4ccc(C)cc4)c3c2=O)sc(C)c1C	i	-0.16
CN(C)S(=O)(=O)c1ccc(Cl)c(C(=O)NCCNC(=O)c2cc(S(=O)(=O)N(C)C)ccc2Cl)c1	i	-1.5
COC(=O)c1sccc1NC(=O)CSc1ccccc1NS(=O)(=O)c1cc(Cl)ccc1Cl	i	1.8
COc1cccc(N/C(SC)=C(/C#N)C(=O)NCc2cccs2)c1	i	-0.21
Cc1onc(-c2ccccc2)c1C(=O)Nc1ccc(-c2nnc3n2CCCCC3)cc1	i	0.77
CC1(C)Cc2c(sc3nc(SCC(=O)N4CCOCC4)nc(N)c23)CO1	i	-0.33
CCC(=O)Nc1nnc(SCC(=O)Nc2ccc(F)cc2)s1	i	-0.18
O=C(Nc1ccccc1OC(F)F)C1CCCN1C(=O)c1cccs1 (stereo not drawn)	i	-0.34
CCOC(=O)c1cn(Cc2cccc(Cl)c2)nn1	i	1.9
CCOC(=O)C1=C(C)N(c2ccccc2)C(=O)/C1=C\c1ccco1	-6*	1.1
c1ccc(-n2c(SCC3CCCCO3)nnc2-c2cnccn2)cc1 (stereo not drawn)	i	0.7
CSCC[C@H](NC(=O)c1ccc(Br)o1)c1nnc2ccccn12	i	-0.34
Cc1oc2ccc(OC(=O)c3cccs3)cc2c1C(=O)OC(C)C	i	-0.81
CCc1ccc(C(O)(C(C)C)C(CN2CCOCC2)c2ccccc2)cc1 (stereo not drawn)	i	-1.3
COc1ccc(/C=N/NC(=O)c2snnc2C)c(OC)c1OC	i	1.7
Cc1cc(C)c(NC(=O)c2cc(S(=O)(=O)N3CCOCC3)ccc2F)c(C)c1	i	-1.9
COc1ccc(-c2csc3ncnc(N4CCN(c5cccc(OC)c5)CC4)c23)cc1	i	0.21
O=C(CSc1nnc(CNC(=O)c2c(F)cccc2F)o1)NCC1CCCO1 (stereo not drawn)	i	-0.89
O=C(NC1Cc2ccccc2C1)c1cc(COc2cccc(C(F)(F)F)c2)on1	i	0.56
CCCc1ccc(OCC(O)CN2CCN(c3ccccc3)CC2)cc1 (stereo not drawn)	i	0.41
Cc1c(O)ccc2c3c(c(=O)oc12)CCC(C)C3 (stereo not drawn)	i	-0.56
Cc1ccc(Cn2ccc(NC(=O)c3cc(-c4ccc(Br)cc4)on3)n2)cc1	i	0.01
C=CCc1cccc2cc(C(=O)NCc3ccc(C(=O)OCC)o3)c(=O)oc12	i	-0.02
CCN(CC)CC#CC(C)OCOCC#CCOC (stereo not drawn)	i	0.55
O=C(O)c1ccccc1C(=O)Nc1cc(C(F)(F)F)ccc1N1CCCC1	i	1
COC(=O)c1scc(S(=O)(=O)C(C)C)c1N/N=C(\C#N)C(=O)c1ccc(Cl)cc1	i	-0.02
CCCn1cc(S(=O)(=O)c2ccccc2)c(=O)c2cc(OC)c(OC)cc21	i	-0.24
COCc1cc(C(C)=O)ccc1OC	i	0.9
CCCCC(=O)Nc1ccc(NC(=S)NC(=O)CC)cc1OC	i	-0.02
COC(=O)c1ccc(CN2CCN(CC=C(C)C)C(CCO)C2)cc1 (stereo not drawn)	i	0.11
Fc1cccc(CSc2ncnc3c2oc2ccccc23)c1	i	-0.6
Clc1ccc(-c2ccnc(Oc3cc(Cl)ccc3Cl)n2)cc1	i	-0.28

An excerpt from above in order of number of heavy atoms, lowest first.
SMILES	KCNQ2 block	Kir21 inh
COCc1cc(C(C)=O)ccc1OC	i	0.9
Cc1c(O)ccc2c3c(c(=O)oc12)CCC(C)C3 (stereo not drawn)	i	-0.56
CCN(CC)CC#CC(C)OCOCC#CCOC (stereo not drawn)	i	0.55
Clc1ccc(-c2ccnc(Oc3cc(Cl)ccc3Cl)n2)cc1	i	-0.28
CCCCC(=O)Nc1ccc(NC(=S)NC(=O)CC)cc1OC	i	-0.02
COC(=O)c1ccc(CN2CCN(CC=C(C)C)C(CCO)C2)cc1 (stereo not drawn)	i	0.11
CCCc1ccc(OCC(O)CN2CCN(c3ccccc3)CC2)cc1 (stereo not drawn)	i	0.41
CCCn1cc(S(=O)(=O)c2ccccc2)c(=O)c2cc(OC)c(OC)cc21	i	-0.24
Cc1ccc(Cn2ccc(NC(=O)c3cc(-c4ccc(Br)cc4)on3)n2)cc1	i	0.01
O=C(NC1Cc2ccccc2C1)c1cc(COc2cccc(C(F)(F)F)c2)on1	i	0.56
COc1ccc(-c2csc3ncnc(N4CCN(c5cccc(OC)c5)CC4)c23)cc1	i	0.21
